CD40 NFkB inh: inhibitors of CD40-induced NF-kB signaling, primary screen, BL2 cells, luciferase reporter, single point | CD40L-induced, 4 h | inhibition, % at 10 µM | 0.94% of 83,000 active | AID 1053188, 2014;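 active = mean inhibition of at least 50% with a set share of replicates also reaching that level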;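 note: 0% = neutral control wells and 100% = IKK inhibitor VII at 50 µM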
An asterisk follows results filed as active; [ ] = dose if it differs, or a comment. The list is partial. The share of hits here may be higher or lower than overall.

SMILES	CD40 NFkB inh
CO[C@H](CN(C)C(=O)C1CCOCC1)[C@@H](C)CN(C(=O)Nc1ccc(C(F)(F)F)cc1)[C@@H](C)CO	-1.3[25 µM]
COC(=O)C1=C(C)NC(C)=C(C(=O)OCCN(C)Cc2ccccc2)C1c1cccc([N+](=O)[O-])c1 (stereo not drawn)	-19.9
COc1ccc(NC(=O)C2CCOC(C)(C)C2)cc1 (stereo not drawn)	-8.9
CCC(C)[C@H](NC(=O)Nc1cccc(OC)c1)C(=O)OC (stereo partly drawn)	4.6
COc1cc(OC)cc(C(=O)OCC(=O)c2cc(C)n(CC3CCCO3)c2C)c1 (stereo not drawn)	-26.8
COc1ccc(C)cc1NC(=O)CO/N=C(\N)CC(=O)NC1CCCCC1	6.4
CN(C)S(=O)(=O)c1ccc(N2CCCC2)c(C(=O)OCC(=O)NC2CCCCC2)c1	-3.1
CC1(C)Cc2c(C#N)c(NCCN3CCOCC3)nc(-c3ccco3)c2CO1	7.6
CN1C(=O)c2cc(NC(=O)C3CCC3)ccc2OC[C@H]2O[C@@H](CC(=O)NCC3CCCCC3)CC[C@H]21	-0.2
COc1cccc(C#Cc2ccc3c(c2)[C@H]2[C@H](CCN2C(=O)Cc2ccccc2)[C@@H](CO)N3C)c1	6.5[25 µM]
CC(=O)c1cnc(-c2ccccc2Cl)s1	1.1
COc1ccc(Cl)cc1NC(=O)CN(C)C(=O)Cn1c(=O)oc2ccccc21	-0.6
c1cncc(CSc2nnc3ccc(-c4cccs4)nn23)c1	8.1
CCCS(=O)(=O)N1CCCC(C(=O)c2cccc(Cl)c2)C1 (stereo not drawn)	-2.5
O=C(Cc1ccccn1)N[C@@H]1CC[C@@H](CCNS(=O)(=O)c2cccc(F)c2)O[C@H]1CO	-8.9[25 µM]
COCCN(C(=O)CN1CCc2ccccc21)c1c(N)n(Cc2ccccc2)c(=O)[nH]c1=O	5.4
CN(C)c1ccc(-c2nn3c(-c4cccnc4)nnc3s2)cc1	3.3
Cc1noc(C)c1COc1ccc(C(=O)OCC(=O)NCc2ccccc2Cl)cc1	10.4
CCn1cc(CN2CCCC(CNS(=O)(=O)c3ccc(OC)cc3)C2)cn1 (stereo not drawn)	2.4
Cn1nc(-c2ccccc2)c(N2CCCCC2)cc1=O	10.9

Quoted at random: 5 entries already listed, in no set order.
SMILES	CD40 NFkB inh
Cc1noc(C)c1COc1ccc(C(=O)OCC(=O)NCc2ccccc2Cl)cc1	10.4
CN(C)c1ccc(-c2nn3c(-c4cccnc4)nnc3s2)cc1	3.3
COc1ccc(Cl)cc1NC(=O)CN(C)C(=O)Cn1c(=O)oc2ccccc21	-0.6
CC(=O)c1cnc(-c2ccccc2Cl)s1	1.1
Cn1nc(-c2ccccc2)c(N2CCCCC2)cc1=O	10.9

(next part)
SMILES	CD40 NFkB inh
O=C(CN(Cc1ccccc1)S(=O)(=O)c1ccc(F)cc1)NCc1ccccn1	7.8
C[C@@H]1CN([C@@H](C)CO)C(=O)c2ccccc2-c2ccccc2CO[C@@H]1CN(C)Cc1ccc2c(c1)OCO2	18.4[25 µM]
O=C(O)CC/C=C\CC[C@@H]1[C@@H](N2CCCCC2)[C@@H](O)C[C@@H]1OCc1ccc(-c2ccccc2)cc1	-2.8[25 µM]
C/C(=N\NC(=O)c1nnn(-c2nonc2N)c1-c1cccs1)c1ccncc1	11.9
CN(C)Cc1c(-c2ccc(Cl)cc2)nc2ccccn12	-90.1
O=C(CN1CCCC1)OCCCc1ccccc1	11.6
c1ccc(OCc2nn3c(-c4n[nH]c5c4CCC5)nnc3s2)cc1	8.9
C[C@@H]1CN([C@H](C)CO)C(=O)c2cccc(NS(C)(=O)=O)c2O[C@@H]1CN(C)Cc1ccc(-c2ccccc2)cc1	8.1[25 µM]
CN(C)C(=O)c1cccc(-c2ccc3c(c2)[C@@H]2[C@@H](CCN2C(=O)c2cccc(F)c2)[C@H](CO)N3C)c1	-3.7
CN(C)CCCN(C(=O)c1cccs1)c1nc2cc3c(cc2s1)OCO3	-19.6
CCC1CCc2sc(C(=O)N(C)CC(=O)Nc3ccc(OC)cc3)cc2C1 (stereo not drawn)	-1.0
Clc1ccc(-c2nnc(NCCN3CCCC3)c3ccccc23)cc1	6.4
OCCNCCCCCOc1ccc(F)cc1	8.4
O=C(NCC(c1ccco1)N1CCc2ccccc21)c1cccc([N+](=O)[O-])c1 (stereo not drawn)	10.1
COc1ccc(CN(CCC(c2ccc(F)cc2)C2CCOC(C)(C)C2)C(=O)c2ccco2)cc1 (stereo not drawn)	37.3*
CCN1C(=O)c2cccc3c(S(=O)(=O)N4CCC(C)CC4)ccc1c23	5.6
CS(=O)(=O)c1ccc(Cl)c(NC(=O)C2CCN(S(=O)(=O)c3cccs3)CC2)c1	-17.7
CCOC(=O)c1cnc(-c2ccccc2)nc1N1CC(C)OC(C)C1 (stereo not drawn)	-2.0
Cn1c(N)c(C(=O)COC(=O)Cc2ccc(Cl)cc2)c(=O)n(C)c1=O	4.9
O=C(Cn1c2ccccc2c2nc3n(c(=O)c21)CCS3)N1CCCC1	2.9

Ordered by length of the SMILES (rising): four of the compounds above
SMILES	CD40 NFkB inh
Cn1nc(-c2ccccc2)c(N2CCCCC2)cc1=O	10.9
CCCS(=O)(=O)N1CCCC(C(=O)c2cccc(Cl)c2)C1 (stereo not drawn)	-2.5
O=C(NCC(c1ccco1)N1CCc2ccccc21)c1cccc([N+](=O)[O-])c1 (stereo not drawn)	10.1
CN(C)C(=O)c1cccc(-c2ccc3c(c2)[C@@H]2[C@@H](CCN2C(=O)c2cccc(F)c2)[C@H](CO)N3C)c1	-3.7

More compounds.
SMILES	CD40 NFkB inh
O=C(NCCCc1ccccc1)Nc1ccccc1	-30.2
C[C@@H]1CCCCO[C@@H](CN(C)C(=O)Cc2ccccc2)[C@@H](C)CN([C@@H](C)CO)C(=O)c2cc(NC(=O)Nc3ccc(C(F)(F)F)cc3)ccc2O1	6.5
CCC(CC)C(=O)Oc1c(C(=O)N(C)C)cccc1-c1ccccc1	12.0
O=C(CCCNS(=O)(=O)c1cccs1)N1CCN(c2ccc(F)cc2)CC1	1.0
CO[C@H]1CN(C)C(=O)c2ccc(NC(=O)C3CCCC3)cc2OC[C@@H](C)NC[C@H]1C	-7.3
Fc1ccc(-c2nc3n(n2)Cc2ccccc2-3)cc1	22.3
CCC(NC(=O)Nc1ncccc1C)(C(F)(F)F)C(F)(F)F	4.3
C[C@H](CO)N1C[C@H](C)[C@H](CN(C)C(=O)Nc2ccccc2)Oc2ncc(-c3cccnc3)cc2C1=O	-6.5[25 µM]
Cc1nc2ccccc2nc1OCC(=O)N1CCN(c2ccccc2)CC1	0.7
O=C(Nc1ccc(F)c(S(=O)(=O)N2CCOCC2)c1)C1CCCCC1	-6.7
COC(=O)c1cccc(S(=O)(=O)N2CCCC2)c1	13.3
Cc1ccc(N2C(=O)CSC2c2cccs2)cc1 (stereo not drawn)	-1.6
C/C(CC(=O)Nc1ccc(Cl)cc1Cl)=N\NC(=O)C(=O)N1CCCC1	2.6
Cc1nc2nc(C)c(NS(=O)(=O)c3ccc4c(c3)CCCC4)c(=O)n2[nH]1	1.6
CC(Sc1nnc(-c2ccccc2)c(-c2ccccc2)n1)C(=O)NCC1CCCO1 (stereo not drawn)	6.1
O=C(O)c1ccc(CNC(=O)c2ccc(S(=O)(=O)N3CCCC3)cc2)cc1	3.4
Cc1ccc(OCc2cc(C(=O)N(C)C3CCCc4ccccc43)no2)cc1C (stereo not drawn)	-83.1
COc1cc(NC(C)=O)c2ncccc2c1[N+](=O)[O-]	5.5
O=C(O)c1sc(C(=O)O)c(-c2ccccc2)c1-c1ccccc1	1.8
CNc1nc2cccnc2s1	1.7
O=C(COC(=O)CCC(=O)c1cccs1)NCc1cccs1	7.9
O=C(COC(=O)CCc1ccccc1)NC1CCS(=O)(=O)C1 (stereo not drawn)	5.2
Cc1nc(=O)cc(-c2ccccc2)n1-c1ccccc1	-6.1
CC(=O)N1[C@H](CO)[C@@H](c2ccccc2)[C@H]1CN(CC(C)C)C(=O)c1ccccn1	-4.4[25 µM]
CCC(C)NCCOCCOc1ccc(Br)cc1C (stereo not drawn)	8.4
Cc1cccc(S(=O)(=O)N2CC[C@H]3[C@@H](CO)N(C)c4ccc(Br)cc4[C@H]32)c1	4.0[25 µM]
c1ccn2c(SCc3ccc4c(c3)OCO4)nnc2c1	-17.3
COc1ccc(C(C)=O)cc1CSc1ccc2c(c1)OCCO2	-10.1
CCNC(=O)c1nc[nH]c1C(=O)NCC	6.1
CC(Sc1nnnn1C)C(=O)Nc1ccc2c(c1)OCCO2 (stereo not drawn)	-23.5
Cc1ccsc1C(=O)OCC(=O)NC1CC1	-12.4
COc1ccc2sc(NC(C)=O)nc2c1	-56.9
N#Cc1ccc(OCc2nnc3n2CCCCC3)cc1	8.6
COCCOc1nc2ccccc2nc1C	4.8
CCN(c1ccccc1)S(=O)(=O)c1ccc(C(=O)Nc2ccncc2)cc1	-0.4
COC(=O)c1cc(S(=O)(=O)NCC2CCN(CCc3ccc(OC)cc3)CC2)c[nH]1	-2.4
O=C(O)c1ccc(CNC(=O)c2ccc(Br)o2)cc1	-0.2
COc1cccc(-c2ccc3n(c2=O)C[C@H]2[C@H](CO)[C@@H](C(=O)NC4CCC4)N(S(C)(=O)=O)[C@@H]32)c1	-9.6[25 µM]
COc1ccc(NC(=O)CN(C)C(=O)/C=C/c2ccc(S(=O)(=O)N3CCCCCC3)cc2)cc1	16.1
O=C(c1cccc(F)c1)N1CC2(C1)[C@@H](c1ccccc1)[C@H](CO)N2Cc1ccccn1	3.9[25 µM]
Cc1onc(-c2ccccc2Cl)c1C(=O)N1CCN(c2nc3ccccc3s2)CC1	-4.8
C=C1C(=O)OC2C1CCC(C)C1C=CC(=O)C12C (stereo not drawn)	25.4
Cc1nn(-c2ccccc2)c(Oc2ccc(F)cc2)c1/C=N/n1cnnc1	17.4
COC(=O)C[C@H]1C[C@H]2c3cc(NC(=O)Nc4ccccc4)ccc3O[C@H]2[C@@H](CO)O1	-2.3[25 µM]
CCOn1c(=O)c[n+]([O-])c2ccccc21	2.7
Cc1cc(C)n(-c2ccc(C(=O)Oc3ccc4c(c3)OCO4)cc2)n1	-51.8
O=C(Cn1nnc2ccccc2c1=O)Nc1ccc(S(=O)(=O)N2CCOCC2)cc1	4.5
O=C(c1cc(S(=O)(=O)N2CCOCC2)c(Cl)cc1Cl)N1CCN(S(=O)(=O)c2cccc(F)c2)CC1	3.0
COc1ccccc1/C=C/C(=O)OCC(=O)NC1CCCCCCC1	10.1
CC(C)CC(=O)Nc1ccc([N+](=O)[O-])cc1Cl	3.6

(further entries)
SMILES	CD40 NFkB inh
COC(=O)c1ccc(COC(=O)c2ccc(-n3cnnn3)cc2)o1	2.8
COc1ccccc1Oc1ccc(NC(=O)Cc2ccccc2)cc1	-65.9
O=C(NCCN1C(=O)S/C(=C\c2ccc(Cl)c([N+](=O)[O-])c2)C1=O)C1=COCCO1	45.3
Nc1ccccc1Sc1cc(Cl)nnc1Cl	3.4
O=c1c2ccccc2nc2n1CCCN2	-7.9
O=C(C1CCCC1)N1CC(=O)N2[C@H](C1)[C@@H](c1ccc(-c3cccnc3)cc1)[C@@H]2CO	-5.1
Cc1nn(CC(=O)O)c(C)c1Cl	14.2
NC(=O)C1CCN(C(=O)CN(c2ccc3c(c2)OCCO3)S(=O)(=O)c2ccccc2)CC1	1.9
Cc1nc2ccc(S(=O)(=O)NCC(=O)N3CCN(c4ccccc4)CC3)cc2s1	19.3
Cc1ccc(S(=O)(=O)N(C)C[C@@H]2OCCCC[C@H](C)Oc3ccc(NS(=O)(=O)c4ccc(Cl)cc4)cc3C(=O)N([C@@H](C)CO)C[C@@H]2C)cc1	8.3
CCS(=O)(=O)Nc1cccc(C(=O)O)c1	12.3
CCCOc1ccc(C(=O)NC(C)C(=O)O)cc1 (stereo not drawn)	2.3
CCNC(=O)c1c(NC(C)=O)sc2c1CCCC2	1.1
OC(CNCc1ccc(Cl)cc1)C(F)(F)F (stereo not drawn)	-1.2
O=C(Nc1ccc2c(c1)OCO2)c1cnccn1	-87.2
CCOC(=O)c1c(C)nc2c(C)cccn12	-1.0
C(=N\N1CCN(Cc2cccc3ccccc23)CC1)/c1cccnc1	2.5
CCOC(=O)C1CCN(C(=O)C(C)Oc2ccc(C(=O)c3ccccc3)cc2)CC1 (stereo not drawn)	9.4
COc1ccc(S(=O)(=O)NC(CC(C)C)C(=O)NC(C)c2cccs2)cc1 (stereo not drawn)	9.1
O=C(Nc1ccccc1C(=O)NCc1ccco1)c1ccco1	7.0
O=C(COC(=O)c1ncc(Cl)c(Cl)c1Cl)NC1CCS(=O)(=O)C1 (stereo not drawn)	3.4
O=S(=O)(c1ccc(F)cc1)N1CN(Cc2ccco2)c2nc3ccccc3nc21	-1.0
O=C(O)c1cccc2c1C(=O)N(CC1CCCO1)C2 (stereo not drawn)	5.0
O=C(c1cc([N+](=O)[O-])[nH]n1)N1CCSCC1	7.5
COc1ccc2c3c(n(C)c2c1)[C@H](CO)NCC31CCN(C(=O)Nc2ccc3c(c2)OCO3)CC1	5.8[25 µM]
CCOC(=O)/C(C#N)=C\c1ccc(OC)c(OC)c1	1.7
CC(C)Cc1nnc(NC(=O)CN2C(=O)NC3(CC(C)CC(C)(C)C3)C2=O)s1 (stereo not drawn)	6.8
CCOC(=O)c1c(N)sc2c(OC)c(Br)ccc12	-28.6
CC1(C)CC(NC(=O)CC(c2ccccc2)c2ccccc2)CC(C)(C)N1	6.9
CO[C@H]1CN(C)C(=O)c2cc(NC(=O)CC(F)(F)F)ccc2OC[C@@H](C)N(CC2CC2)C[C@H]1C	-4.2[25 µM]
O=C(c1cnccn1)N1CC(=O)N2[C@H](CO)[C@H](c3ccc(-c4cccc(F)c4)cc3)[C@@H]2C1	5.5[25 µM]
COCCn1c(C)cc(C(=O)CN2CCCCC2)c1C	8.0
Cc1ccc(C)c(N2CCN(CCCNC(=O)Cn3cccc3C(=O)c3ccccc3C)CC2)c1	32.2
CC1(C)CC2CC(C)(CN2C(=O)C23CCC(C)(C(=O)C2)C3(C)C)C1 (stereo not drawn)	7.2
Cc1ccc(Nc2c(-c3ccc(N4CCOCC4)cc3)nc3cnccn23)cc1	-75.1
